KCNQ1 act – potentiators or activators of human KCNQ1 potassium channel; P51787; CHO-K1 KCNQ1, thallium flux FluxOR fluorescence; active compounds read high; B-score at 10 µM; actives 0.35% (n = 310,000); AID 2648;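 active = fluorescence ratio B-score, a plate-corrected score, at least three library SD, with initial intensity B-score within 5 SD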
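assay system = CHO-K1 cells stably expressing KCNQ1 | medium = assay buffer, equal DMSO in all wells | timing = 37 °C overnight plating, 90-min dark dye load, 20-min compound pretreatment | measured by = kinetic FluxOR thallium fluorescence, 10-s 1-Hz baseline, 110-s post-stimulus read | measure = fluorescence change relative to baseline, converted to B score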
KCNQ1 block – human KCNQ1 channel inhibition; B-score at 10 µM; actives 1.3% (n = 310,000); AID 2642; CHO-K1 KCNQ1, FluxOR thallium flux fluorescence; active compounds read high;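 active = compounds whose thallium flux B-score, printed positive for inhibition, exceeds three library SD while starting fluorescence stays within three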;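 also: channel opened by potassium depolarization with thallium stimulus after 20 min compound exposure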
hERG protect – hERG (human) protection from proarrhythmic block; activation (rescue from dofetilide block), less the hit threshold, % at 10 µM; CHO-hERG, FluxOR thallium flux, dofetilide IC70 present; Q12809; actives 0.51% (n = 310,000);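 active = activation above the mean of controls blocked by dofetilide plus 5 SD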;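 also: thallium influx through hERG after potassium depolarization seen as dye fluorescence rise; in these data hits start at about 4.7%; inactives centre near -7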
TRPC4 agonist – opens the mouse TRPC4 cation channel; Q9QUQ5; HEK293 TRPC4beta/mu-opioid, Fluo4 calcium fluorescence; active compounds read high; B-score at 10 µM; actives 0.49% (n = 310,000);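 active = B-score above 5 SD of library B-scores, and initial fluorescence ratio not above library mean plus 5 SD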;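 also: positive B-score marks a calcium rise read as TRPC4 activation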
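Material: TRPC4beta and mu-opioid receptor HEK293 stable cells | Incubation: 45 min room-temperature Fluo4 loading, 110 s read | Detection: Kinetic Fluo4 calcium fluorescence | Measure: Integrated baseline-normalised fluorescence ratio, converted to per-well B score | Benchmarks: Low control buffer alone, high control maximal DAMGO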
KCNK9 inh – inhibitors of human KCNK9 two-pore domain potassium channel; Q9NPC2; HEK293 KCNK9, FluxOR thallium flux fluorescence; active compounds read low; B-score at 10 µM; actives 1.2% (n = 310,000);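 active = ratio B-score over 3 SD below the library mean, with starting fluorescence within 5 SD of its mean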;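 also: negative B-score means less thallium flux so channel inhibition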
Target sequence (Q9NPC2 whole entry, looked up, the tested form may be a part): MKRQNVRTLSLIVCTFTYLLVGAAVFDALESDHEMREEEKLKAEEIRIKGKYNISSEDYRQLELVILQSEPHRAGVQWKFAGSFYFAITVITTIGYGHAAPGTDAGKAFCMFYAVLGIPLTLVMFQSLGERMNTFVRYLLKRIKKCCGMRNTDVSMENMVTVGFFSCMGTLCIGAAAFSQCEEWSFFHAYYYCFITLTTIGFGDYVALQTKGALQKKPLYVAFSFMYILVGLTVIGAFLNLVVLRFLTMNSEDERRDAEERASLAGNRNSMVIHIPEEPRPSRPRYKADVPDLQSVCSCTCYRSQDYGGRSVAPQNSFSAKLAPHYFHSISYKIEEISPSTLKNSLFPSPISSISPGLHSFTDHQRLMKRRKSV
TMEM16A act – activators or potentiators of mouse TMEM16A chloride channel; HEK293 TMEM16A/YFP-H148Q/I152L, iodide quench fluorescence; active compounds read low; Q8BHY3; actives 0.3% (n = 340,000); AID 623877; B-score at 10 µM;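 active = fluorescence-ratio B-score plate-corrected deviation score at least 3 library SD below zero, with starting fluorescence score within 5 deviations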;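 also: channel opened by trigger with iodide after compound preincubation; score built on the fluorescence ratio of max minus min over baseline; more negative score means more quench and so TMEM16A activation or potentiation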
TMEM16A inh – mouse TMEM16A channel inhibition, primary screen; AID 588511; Q8BHY3; actives 1.2% (n = 310,000); HEK293 TMEM16A/YFP iodide influx fluorescence, ionomycin; normalized B-score (activity score, 25-100; higher = stronger inhibition) at 10 µM;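 active = ratio plate-corrected score three or more library SD toward inhibition, starting fluorescence score within five deviations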;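 also: score derived from kinetic fluorescence span divided by baseline fluorescence per well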
KCNK3 inh – human KCNK3 channel inhibition, primary screen; actives 0.84% (n = 340,000); AID 602410; O14649; B-score at 10 µM; CHO-KCNK3 thallium flux, FluxOR fluorescence; active compounds read low;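 active = B-score under library mean minus 4 SD, starting fluorescence ratio at most library mean plus 5 SD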;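 also: more negative B-score means stronger inhibition of thallium flux through KCNK3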
Target sequence (O14649 whole entry, looked up): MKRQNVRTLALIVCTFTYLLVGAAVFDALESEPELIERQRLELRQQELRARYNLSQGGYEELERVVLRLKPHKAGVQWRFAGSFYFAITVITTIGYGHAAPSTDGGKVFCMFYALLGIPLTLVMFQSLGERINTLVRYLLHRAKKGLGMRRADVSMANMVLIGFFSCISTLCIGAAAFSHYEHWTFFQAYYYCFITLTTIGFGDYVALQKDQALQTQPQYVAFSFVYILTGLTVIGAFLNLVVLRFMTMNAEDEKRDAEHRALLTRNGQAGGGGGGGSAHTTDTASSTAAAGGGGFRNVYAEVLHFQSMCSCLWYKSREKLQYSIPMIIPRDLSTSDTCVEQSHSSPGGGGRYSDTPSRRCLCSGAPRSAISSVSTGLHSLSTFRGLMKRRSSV
HDAC3 inhib – inhibitors of human histone deacetylase 3; inhibition, % at 8.3 µM; AID 2718; recombinant HDAC3, fluorogenic peptide/trypsin coupled, fluorescence; O15379; actives 0.15% (n = 320,000); in the data active = inhibition above about 26%, passing the limit was not always enough; inconclusive = no clear call, values can overlap the other calls
TRPC4 potent – allosteric potentiators of mouse TRPC4 channel | B-score at 10 µM | Q9QUQ5 | actives 0.42% (n = 310,000) | HEK293 TRPC4beta/mu-opioid, DAMGO EC20, Fluo-4 Ca2+ flux; active compounds read high;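 active = B-score of calcium response area above 5 SD of library B-scores, with initial fluorescence ratio within 5 SD of library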;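 also: B-score of integrated fluorescence ratio over time as area under calcium response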
Dyrk1A ADPGlo – blocks rat Dyrk1A kinase activity. Q63470. ADP-Glo luminescence, NFATc1 peptide. inhibition, % at 12.5 µM. actives 0.43% (n = 310,000). AID 504441; in the data active = inhibition above about 50%;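 also: plate controls were vehicle with enzyme for no effect and no enzyme for full effect; many of its hits are not listed in these tables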
* = called active by the depositor; i = inactive; ? = inconclusive; · = not tested or not shown. Some of the compounds tested. The share of hits here may be higher or lower than overall.

Preview, 3 compounds:
Compound,KCNQ1 act,KCNQ1 block,hERG protect,TMEM16A act,TRPC4 agonist,Dyrk1A ADPGlo,KCNK3 inh,TRPC4 potent,TMEM16A inh,KCNK9 inh,HDAC3 inhib
COc1cc(/C=N/NC(=O)c2ccc(CN(C)S(=O)(=O)c3ccc(C)cc3)cc2)ccc1O,i,i,-9.7,i,i,-5.8,i,i,i,i,-2.2
c1ccc(-c2cc(CSc3nc4ccccc4[nH]3)on2)cc1,i,i,-2.5,i,i,1.6,i,i,i,i,3.8
O=C(Nc1ccccc1-c1ccccc1)C(c1ccccc1)c1ccccc1,i,i,-7.3,i,i,0.6,i,i,i,i,2.6

All compounds of this part, from the first entry:
Compound,KCNQ1 act,KCNQ1 block,hERG protect,TMEM16A act,TRPC4 agonist,Dyrk1A ADPGlo,KCNK3 inh,TRPC4 potent,TMEM16A inh,KCNK9 inh,HDAC3 inhib
COc1cc(/C=N/NC(=O)c2ccc(CN(C)S(=O)(=O)c3ccc(C)cc3)cc2)ccc1O,i,i,-9.7,i,i,-5.8,i,i,i,i,-2.2
c1ccc(-c2cc(CSc3nc4ccccc4[nH]3)on2)cc1,i,i,-2.5,i,i,1.6,i,i,i,i,3.8
O=C(Nc1ccccc1-c1ccccc1)C(c1ccccc1)c1ccccc1,i,i,-7.3,i,i,0.6,i,i,i,i,2.6
COc1cccc(-c2nn(C)c3sc(C(=O)N4CCOCC4)cc23)c1,i,i,-20.3,i,i,4.1,i,i,i,i,3.9
Cc1ccc(NC(=O)CSc2nc3ccccc3c(=O)n2CCCC(=O)NCC2CCCO2)cc1 (centres undefined),i,i,-5.7,i,i,-3.6,i,i,i,i,-5.2
O=C(CS(=O)(=O)c1ccccc1)Nc1nc2ccccc2s1,i,i,-6.4,i,i,10.9,i,i,i,i,1.9
O=C(CCC(=O)OCc1ccc([N+](=O)[O-])cc1Cl)Nc1ccccc1,i,i,-3.0,i,i,2.0,i,i,i,i,-4.5
CC(=O)c1ccc(S(=O)(=O)N2CCNCC2)cc1,i,i,-9.1,i,i,3.4,i,i,i,i,0.8
CCOc1ccc(N2C(=O)CN=C2Nc2ccccc2F)cc1,i,i,-8.0,i,i,1.1,i,i,i,i,-5.6
O=C(Nc1cccc(C(F)(F)F)c1)c1cc(Br)cc2c1OCC2,i,i,-5.3,i,i,-3.5,i,i,i,i,0.3
N#Cc1c(N)n(-c2ccccc2)c(=O)c2cc([N+](=O)[O-])ccc12,i,i,-7.8,i,i,-4.5,i,i,i,i,1.4
CCN1CCN(S(=O)(=O)c2ccc(-c3cc(C)no3)s2)CC1,i,i,-4.3,i,i,-0.8,i,i,i,i,2.8
CCN1/C(=C/C=C/C=C/C=C/c2sc3ccccc3[n+]2CC)Sc2ccccc21,i,i,-33.5,i,i,3.1,i,i,i,i,6.2
Cc1ccc(Oc2nnc(-c3cccs3)c3ccccc23)cc1C,i,i,-7.4,i,i,0.2,i,i,i,i,2.8
COc1ccc(NC(=S)NCCN2CCC(C)CC2)cc1,i,i,-2.6,i,i,·,i,i,i,i,-7.5
C#CCOCCOCCOCCNc1nc(N2CCN(C(=O)CCCCCCCCCCNC(=O)[C@H](CCC(=O)O)n3cc(CCCCCN)nn3)CC2)nc(N2CCN(C(=O)CCCCCCCCCCNC(=O)[C@@H]([C@H](C)O)n3cc(C)nn3)CC2)n1,·,·,·,i,·,9.3,i,·,i,·,-1.8
O=C(COc1ccccc1F)NNC(=O)Cc1ccc(S(=O)(=O)N2CCOCC2)s1,i,i,-5.7,i,i,·,i,i,i,i,8.2
CCN(CC)CCN(C(=O)c1ccc(S(=O)(=O)N2CCOCC2)cc1)c1nc2cc3c(cc2s1)OCCO3,i,i,-12.8,i,i,·,i,i,i,i,2.5
CCOc1ccc(OCc2ccc(C(=O)N3N=C(C(F)F)CC3(O)C(F)F)o2)cc1 (centres undefined),i,i,-9.5,i,i,0.2,i,i,25*,i,14.5
Cc1ccccc1-n1c(C)cc(/C=N/NC(=O)c2ccc(CN3CCOCC3)cc2)c1C,i,i,-11.3,i,i,-9.0,i,i,i,i,-1.2
COc1cc2nc(C3CCC3)n(NC(=O)C(OC(C)=O)c3ccccc3)c(=O)c2cc1OC (centres undefined),i,i,-13.6,i,i,1.8,i,i,i,i,-5.4
COc1ccc(-n2c(=S)[nH]c3sc4c(c3c2=O)CCN(C)C4)cc1,i,i,-13.5,·,i,·,·,i,i,i,2.4
COc1ccc(Cn2c(C(F)(F)F)ccc(C(N)=O)c2=O)cc1,i,i,-9.8,i,i,·,i,i,i,i,4.9
CC1(C)Cc2c(cnn2-c2cccc(F)c2)C(NC(=O)c2cc[n+]([O-])cc2)C1 (centres undefined),i,i,-4.0,i,i,0.5,i,i,i,i,-9.2
Oc1ccc(/C=N/N2CCCCC2)cc1O,i,i,-11.5,i,i,0.2,i,i,i,i,4.2
CCN(CC)C(=O)COc1ccc(-c2nnc(Nc3ccc(OC)c(C(=O)NC)c3)c3ccccc23)cc1,i,i,-17.0,i,i,7.1,i,i,i,i,4.6
CCOc1cccc2sc(N(CCN(C)C)C(=O)c3ccc4ccccc4c3)nc12,i,i,-23.4,i,i,2.1,-9.6*,i,i,-9.38*,5.2
COc1ccc(/C=N/n2cnc3c([nH]c4ccccc43)c2=O)cc1CO,i,i,-10.2,i,i,5.6,i,i,i,i,3.0
CN1CCC(=O)N([C@H](CO)c2ccccc2)CC1,i,i,-8.7,i,i,3.1,i,i,i,i,-1.6
Cc1cc(C)cc(Oc2nc(-c3ccccc3)cc(C)c2S(C)(=O)=O)c1,i,i,-9.6,i,i,3.4,i,i,i,i,12.2
Cc1cccc(NC(=O)CNC(=O)c2ccccc2Cl)n1,i,i,-7.0,i,i,-1.2,i,i,i,i,2.9
CCc1c(C)sc(NC(=S)Nc2cccnc2)c1C(=O)OC,i,i,-7.8,i,i,1.0,i,i,i,i,4.8
Cn1nnc(C(O)CNCc2cccs2)n1 (centres undefined),i,i,-11.9,i,i,5.3,i,i,i,i,5.2
O=C(NNC1=NS(=O)(=O)c2ccccc21)C1CC(=O)N(c2ccccc2)C1 (centres undefined),i,i,-10.3,i,i,1.3,i,i,i,i,1.2
CC(=O)NC(=S)Nc1ccc(S(=O)(=O)Nc2nc(C)cc(C)n2)cc1,i,i,-6.2,i,i,-1.5,i,i,i,i,7.0
Cc1ccc(S(=O)(=O)N2CCCCC2)cc1NC(=O)C1CC(=O)N(c2ccc3c(c2)OCCO3)C1 (centres undefined),i,i,-13.5,i,i,11.0,i,i,i,i,1.2
O=C(NNC(=O)c1sc2cccc(Cl)c2c1Cl)Nc1ccccc1,i,i,-9.5,i,i,-4.2,i,i,i,i,-11.3
NC(=O)[C@@H]1CCNc2c(I)cc([N+](=O)[O-])cc2C(=O)N[C@@H](CCC(=O)O)C(=O)N[C@@H](CO)C(=O)N1,·,·,·,i,·,11.4,i,·,i,·,0.1
Cc1ccc(C(=O)O/N=C2\CCCc3ccccc32)cc1,i,i,-10.0,i,i,-0.6,i,i,i,i,-0.8
Cc1cc(NS(=O)(=O)N(C)C)ccc1C(C)C,i,i,-3.0,i,i,-2.3,i,i,i,i,6.5
Cn1c(=O)[nH]c(=O)c2c1nc(Br)n2CC(O)COc1ccc(Cl)cc1 (centres undefined),i,i,-5.8,i,i,4.4,i,i,i,i,-0.4
S=c1[nH]ncn1/N=C/c1cccs1,i,i,-6.3,i,i,-0.6,i,i,i,i,·
CCOC(=O)CNC(=O)Nc1nnc(-c2ccc(OCC)cc2)o1,i,i,-7.6,i,i,-1.3,i,i,i,i,-8.0
COc1ccccc1-c1nn2c(=O)cc(C)nc2s1,i,i,-8.0,i,i,6.1,i,i,i,i,-5.0
CCCS(=O)(=O)c1c(S(=O)(=O)CCC)c2c(N)cccn2c1C(=O)c1ccc(OC)cc1,i,i,-6.1,i,i,-1.6,i,i,i,i,?
CCC(=O)Nc1ccc(-c2cc(-c3ccccc3)nc(-c3ccc(NC(=O)CC)cc3)n2)cc1,i,i,-8.8,i,i,1.1,i,i,i,i,9.6
O=C(C1CCCN(c2ncnc3c2nc2n3CCCCC2)C1)N1CCN(c2ccc(F)cc2)CC1 (centres undefined),i,i,-19.3,i,i,-1.8,i,i,i,i,?
COC(=O)C(C(=O)OC)c1ccccc1[N+](=O)[O-],i,i,-7.5,i,i,-3.8,i,i,i,i,3.1
Cc1ccc(NC(=O)CN(C)CC(=O)Nc2ccccc2C(=O)Nc2ccccc2)cc1,i,i,-22.7,i,i,·,i,i,i,i,7.6
CC1(C)CC(=O)c2cnc(NC(=O)c3ccco3)nc2C1,i,i,-2.5,i,i,5.2,i,i,i,i,-3.1
C/C(=N\Nc1nc(C)cc(-c2ccccc2)n1)c1ccc(C)o1,i,i,-1.6,i,i,-0.1,i,i,i,i,-2.1
CCC(CNc1cc(OC)cc2cccnc12)NC1CCCCC1 (centres undefined),i,i,-17.4,i,i,0.0,i,i,i,i,4.2
CC(Oc1ccc(-c2ccccc2)cc1)C(=O)N/N=C/c1cccnc1 (centres undefined),i,i,-4.9,i,i,-1.2,i,i,i,i,3.7
O=C1c2cccc3cccc(c23)C(=O)N1CCCN1CCN(c2ccc(F)cc2)CC1,i,i,-14.6,i,i,-2.7,i,i,i,i,-1.4
O=C(COC(=O)/C=C/c1cccc(Br)c1)NCCc1ccccc1,i,i,-6.2,i,i,-8.3,i,i,i,i,2.1
